Screens deposited in PubChem BioAssay by Sanford-Burnham Center for Chemical Genomics.
697 NFkB inh: inhibitors of the PMA/ionomycin-induced NF-kB reporter in 697 B cells; 697 B-cell NF-kB luciferase reporter, 16 h; inhibition, % at 4 µM; 330,000 compounds, 0.33% hits; AID 435022; in the data active = inhibition above about 35%
Jurkat NFkB inh: inhibitors of the PMA/ionomycin-induced NF-kB reporter in Jurkat cells | PMA/ionomycin-induced NF-kB luciferase reporter, luminescence | inhibition, % at 4 µM | 330,000 compounds, 0.53% hits; in the data active = inhibition above about 50%
tim23-1 inh: growth inhibitors of tim23-1 mutant yeast | 330,000 compounds, 1.3% hits | S. cerevisiae tim23-1 growth, BacTiter-Glo luminescence, 24 h | inhibition, % at 20 µM | AID 463212;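 active = growth inhibition of the mutant yeast at or above 50%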;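 also: temperature-sensitive mutant grown at 25 °C; plate controls were DMSO-treated mutant yeast for no effect and medium wells lacking yeast for full effect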
Mdm2 MdmX PPI: inhibitors of human Mdm2/MdmX interaction; AID 485346; 330,000 compounds, 3% hits; O15151+Q00987; SaOS-2 split-luciferase Mdm2/MdmX complementation, luminescence; inhibition, % at 8 µM;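 active = inhibition of at least 50% at 8 µM in the primary screen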
Target sequence (O15151 whole entry, looked up): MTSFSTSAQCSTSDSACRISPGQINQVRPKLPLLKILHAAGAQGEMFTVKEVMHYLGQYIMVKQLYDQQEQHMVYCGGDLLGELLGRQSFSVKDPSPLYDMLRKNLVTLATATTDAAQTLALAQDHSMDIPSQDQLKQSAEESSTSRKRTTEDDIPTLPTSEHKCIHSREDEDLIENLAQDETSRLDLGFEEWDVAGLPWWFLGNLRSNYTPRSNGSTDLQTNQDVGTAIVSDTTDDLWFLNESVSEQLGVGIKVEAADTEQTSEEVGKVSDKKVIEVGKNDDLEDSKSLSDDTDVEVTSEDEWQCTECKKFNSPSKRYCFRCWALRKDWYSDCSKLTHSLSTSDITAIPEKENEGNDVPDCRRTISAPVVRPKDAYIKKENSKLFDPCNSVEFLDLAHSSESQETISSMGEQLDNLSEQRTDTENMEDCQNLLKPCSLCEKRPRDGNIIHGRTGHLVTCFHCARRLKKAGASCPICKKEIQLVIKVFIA
Target sequence (Q00987 whole entry, looked up): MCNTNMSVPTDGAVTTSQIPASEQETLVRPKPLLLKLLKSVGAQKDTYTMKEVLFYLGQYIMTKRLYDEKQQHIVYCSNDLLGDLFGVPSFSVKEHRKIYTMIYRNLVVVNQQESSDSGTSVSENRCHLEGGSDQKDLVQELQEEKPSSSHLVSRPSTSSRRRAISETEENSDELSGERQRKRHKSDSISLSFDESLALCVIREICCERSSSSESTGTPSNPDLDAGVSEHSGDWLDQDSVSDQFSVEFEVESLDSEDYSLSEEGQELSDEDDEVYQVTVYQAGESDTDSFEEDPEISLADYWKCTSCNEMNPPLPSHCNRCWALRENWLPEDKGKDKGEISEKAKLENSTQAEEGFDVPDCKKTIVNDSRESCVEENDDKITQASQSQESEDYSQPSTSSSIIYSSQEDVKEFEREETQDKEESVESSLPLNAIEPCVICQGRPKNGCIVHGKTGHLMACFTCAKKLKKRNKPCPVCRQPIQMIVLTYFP
XBP1 UPR activ: adaptive UPR (XBP1) activation. AID 463104. 330,000 compounds, 0.33% hits. activation, % at 20 µM. CHO-XBP1 luciferase reporter, IRE1-XBP1 UPR activation, luminescence; percent of tunicamycin response, DMSO as zero;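 active = versus positive control, 20 µM dose yields 30% or more activation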;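 also: 100% = tunicamycin at 10 µg/mL and 0% = DMSO only wells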
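Assay system: IRE1-XBP1 luciferase reporter CHO line. Input: 1000 cells/well. Buffer or medium: F12 with 10% serum. Doses: 20 µM, 1% DMSO. Times: overnight seeding at 37 °C, 6 h compound treatment at 37 °C. Technique: Steady-Glo luciferase glow luminescence, 10 min after reagent addition.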
tim10-1 inh: inhibits growth of tim10-1 mutant yeast; S. cerevisiae tim10-1 ts strain growth, BacTiter-Glo, 24 h; inhibition, % at 20 µM; 330,000 compounds, 2.2% hits;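 active = inhibition of at least 40%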;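 also: mutant grown at 25 °C; 0% = DMSO wells with yeast and 100% = wells holding no yeast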
CHOP UPR activ: apoptotic UPR (CHOP) activation | 330,000 compounds, 0.34% hits | CHO-CHOP luciferase reporter, luminescence; percent of tunicamycin response over DMSO baseline | activation, % at 10 µM | AID 449763;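 active = at 10 µM dose, activation of 40% or more, normalized to positive control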;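 also: 100% = tunicamycin at 10 µg/mL and 0% = DMSO alone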
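Dosing – one dose, 10 µM in 0.5% DMSO · System – CHO-CHOP cells, stable luciferase reporter of PERK-eIF2a-CHOP signalling · Input – 500 cells/well · Control set – tunicamycin 10 µg/mL final as positive, DMSO-only wells as negative · Timing – 6 h compound treatment, 37 °C · Measure – % activation vs tunicamycin · Technique – luminescence read with Steady-Glo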
TIM10 inh: inhibits growth of TIM10 yeast strain; AID 463195; inhibition, % at 10 µM; S. cerevisiae TIM10 strain growth, BacTiter-Glo luminescence, 24 h; 330,000 compounds, 1.4% hits;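 active = inhibition of 40% or more at the single tested concentration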;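 also: wild-type TIM10 isogenic control strain grown at permissive 25 °C; 0% = DMSO yeast wells and 100% = minimal medium wells without yeast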
The depositor's hits bear a star.

SMILES	697 NFkB inh	Jurkat NFkB inh	tim23-1 inh	Mdm2 MdmX PPI	XBP1 UPR activ	tim10-1 inh	CHOP UPR activ	TIM10 inh
O=C(NN=C1CCCC1)c1ccc(O)cc1	5.1	-0.4	0.3	19.7	-2.1	-1.5	0.0	-4.5
Cc1nnsc1C(=O)Nc1cc(Cl)ccc1Cl	-14.6	4.7	11.7	-15.5	-0.9	15.9	1.3	-3.4
CCOC(=O)C1(Cc2ccccc2C(F)(F)F)CCN(C(=O)c2cc(C)n(C)n2)CC1	-56.3	-33.7	20.4	-49.3	2.6	24.9	2.9	5.1
O=C(Nc1nc2ccccc2c(=O)s1)c1ccco1	31.0	64.2*	5.6	-4.4	3.9	11.6	1.9	12.7
CCCC(C(=O)NC1CCCC1)N(Cc1ccccc1)C(=O)c1snc(C(N)=O)c1N (stereo unspecified)	9.0	0.2	28.0	0.2	-5.0	21.9	-1.4	14.9
Cc1ccc(/C(N)=N/OC(=O)COc2ccc(Cl)c(C)c2)cc1	-7.2	15.4	24.2	-8.8	-0.5	41.2*	-1.1	30.7
O=Cc1ccc(Oc2nc(Cl)ncc2F)cc1	-5.3	-0.1	-3.2	15.2	-6.5	-12.8	-1.1	-4.3
Cc1ccc(C2=N/C(=C\c3c(C)nn(-c4ccccc4)c3N3CCCC3)C(=O)O2)cc1	4.1	11.1	28.0	13.0	0.7	32.3	1.1	17.9
Cc1ccc(-c2nnc(CSc3nnc(COc4ccccc4)n3-c3ccccc3)o2)cc1	-3.7	-0.4	27.9	32.4	2.0	24.4	-0.7	22.2
CCCCSCCCNC(=O)c1cn(CC)c2ccc(S(=O)(=O)N3CCOCC3)cc2c1=O	-46.0	6.1	-8.4	3.7	-3.1	-2.0	0.0	7.2
CC(C)COc1ccc(C(=O)OCCN2CCOCC2)c(O)c1	4.3	-8.1	18.8	-7.0	5.1	18.3	2.0	6.6
O=C(COC(=O)CSc1ccc([N+](=O)[O-])cc1)NCc1ccco1	11.1	19.1	5.4	23.8	1.6	5.6	0.1	-2.8
CCOC(=O)C1(CCCc2ccccc2)CCN(C(=O)c2cnn(CC)c2)CC1	-22.4	2.1	30.7	5.7	-1.6	2.6	-1.3	9.3
c1ccc(-n2nnc(-c3cccnc3)n2)cc1	-73.8	-69.5	8.0	-43.1	-0.4	11.3	2.0	11.2
O=C(NCc1ccccc1)c1cc2ccccc2o1	-4.2	-6.3	15.2	17.0	-0.3	8.1	1.8	-1.2
COc1ccccc1CNC(=O)C(NC(=O)c1ccccc1)C(C)C (stereo unspecified)	20.9	-7.9	3.5	5.8	-4.6	10.8	1.5	11.6
CC1CC1C(=O)Nc1nc(-c2ccccc2)cs1 (stereo unspecified)	-5.7	-18.7	53.0*	-23.9	-4.9	25.2	3.2	36.0
CN1CCN(Cc2nc3c(c(=O)[nH]c(=O)n3C)n2CCc2ccccc2)CC1	4.8	10.7	5.4	-31.3	-0.8	7.7	2.3	7.6
CCN1CCN(C(c2cccs2)C(C)NC(=O)c2c(F)cccc2F)CC1 (stereo unspecified)	4.7	-6.1	13.2	-1.6	-2.8	-5.0	1.2	0.1
Cc1cc(C)n2ncc(C(=O)NCCc3ccccc3)c2n1	7.3	-9.0	27.6	-6.1	3.8	23.1	-1.6	23.6
O=C(Nc1ccccc1)C(O)C(O)C(=O)Nc1ccccc1 (stereo unspecified)	13.7	4.4	14.5	-8.9	-1.6	2.8	1.1	5.4
Cc1ccc(S(=O)(=O)N2CCCCC2)cc1NC(=O)c1cc(F)c(F)c(F)c1F	2.5	-8.0	18.3	0.4	-5.0	22.0	-0.1	5.8
CC(C)NC(=O)CCCOc1ccc(Cl)cc1Cl	0.4	-9.6	27.5	11.1	-3.0	20.8	0.4	21.3
Cc1ccc(NC(=O)Cc2nnc(SCC(=O)Nc3ccc(N4CCOCC4)cc3)n2C)cc1	6.7	8.9	6.7	15.1	-3.0	-4.6	3.2	-3.8
CC(=O)CSc1nnc2cc(C)c3ccccc3n12	3.0	-18.8	-5.7	-8.9	5.8	15.8	1.0	18.0
Cn1ccnc1C(O)c1cccc(OCc2ccccc2)c1 (stereo unspecified)	4.6	1.4	-7.7	10.6	-5.5	-5.9	0.4	-3.7
COc1ccccc1NC(=O)CSc1nnc(Cc2cccn2C)n1CCc1ccccc1	13.4	4.1	18.4	43.3	-1.3	33.5	-1.8	22.2
COc1ccccc1CNS(=O)(=O)c1ccc(S(=O)(=O)NC2CC2)cc1	19.2	8.4	7.5	-14.4	0.2	-5.5	1.8	1.3
Cc1ccc2c(c1)N(C(=O)CCC(=O)N1CCN(c3ccccn3)CC1)CC(C)O2 (stereo unspecified)	0.5	5.1	2.2	6.8	-0.6	-3.9	-1.3	-5.5
COc1ccccc1CNC(=O)CCCc1nnc2n(C)c(=O)c3sccc3n12	-23.7	0.8	14.2	-6.5	-0.9	-1.0	1.5	7.2
CS(=O)(=O)Oc1ccc2c(c1)O/C(=C\c1cccc([N+](=O)[O-])c1)C2=O	8.1	-27.9	13.7	-11.8	2.6	21.2	3.4	14.7
COCCCNC(=S)NNC(=O)c1csc2ccccc12	-35.8	-13.2	13.7	10.3	0.1	9.4	3.9	3.8
O=C(c1ccc(F)cc1)N1CCCC(C(=O)N2CCc3ccccc3C2)C1 (stereo unspecified)	6.0	-11.4	8.4	26.4	-0.9	12.8	0.2	-16.4
COc1ccc(CN2CCN(Cc3cccc(F)c3)CC2)cc1OC	13.4	-3.1	6.7	1.8	-5.7	3.7	0.5	1.7
COc1ccc(C(=O)NC2CCCCCC2)cc1S(=O)(=O)N1CCCc2ccccc21	-34.5	-13.6	14.6	8.3	-0.9	26.1	-2.2	28.8
Cc1ccc(C)c(N(C(=O)c2nsc(Cl)c2Cl)C(C(=O)NC2CCCC2)c2ccc(O)cc2)c1 (stereo unspecified)	9.4	13.4	4.6	25.8	2.0	7.4	2.3	19.9
Cc1cccc(C(=O)NN2C(=O)C3C(c4ccccc4)C=CC(c4ccccc4)C3C2=O)c1 (stereo unspecified)	6.1	-7.8	28.4	0.4	-0.8	26.7	-2.4	19.0
CCCCCCCCC(=O)N/N=C/c1cccc(Br)c1	-3.3	5.3	23.5	-10.6	0.4	21.1	-1.7	18.9
CS(=O)(=O)N(Cc1ccc(C(=O)Nc2ccccc2Sc2ccccc2)cc1)c1ccccc1	21.4	-2.6	-4.8	26.9	-2.2	-1.1	-1.9	1.1
CCNC(=S)Nc1nc2c(cc1C(=O)OCC)CCCC2	-7.1	-6.2	16.0	3.1	1.5	-0.2	3.5	-24.2
O=C(O)c1ccccc1-c1nc2ccccc2c(=O)[nH]1	16.1	-7.4	5.0	3.8	-1.9	-12.8	-2.6	-2.4
CCN(CC)C(=O)c1sc(NC(=O)c2ccc3c(c2)OCO3)c(C#N)c1C	7.7	4.6	-0.4	-8.3	0.8	12.8	0.8	-0.2
O=C(CCC1COc2ccccc2O1)Nc1ccc(Cl)cn1 (stereo unspecified)	-19.4	3.7	17.7	67.1*	-1.8	-2.5	1.2	-21.2
CCCCCOC(=O)CSc1nc2c(c(=O)[nH]c(=O)n2C)n1CCc1ccccc1	2.2	1.4	22.8	-6.5	-2.1	19.3	1.2	9.1
CCOc1ccc(NC(=O)CN(C)C(=O)c2ccc(N3CCOCC3)c([N+](=O)[O-])c2)cc1OCC	-5.5	5.7	5.3	15.9	-2.2	-24.6	0.7	-12.6
O=C1[C@@H]2Cc3c([nH]c4ccccc34)C(c3cccc([N+](=O)[O-])c3)N2C(=O)CN1C1CCN(Cc2ccccc2)CC1 (stereo partly specified)	16.3	28.4	1.7	49.1	8.5	11.0	11.5	24.7
O=C(CCCN1C(=O)/C(=C/c2ccco2)SC1=S)Nc1ccccc1	23.2	6.5	13.1	68.6*	-3.9	13.2	-0.6	12.1
Cn1nc(C(=O)OCC(=O)Nc2ccccc2[N+](=O)[O-])c2ccccc2c1=O	2.8	-2.3	-6.3	-30.1	0.2	1.4	2.6	-4.7
CC[N+]1=CN(c2ccccc2)C(C)=CC1(C)C	-15.0	-4.3	3.4	-3.6	-0.9	16.6	3.8	-22.0
COC(=O)c1cc(-c2ccc(S(=O)(=O)N3CCCC(C)C3)cc2)c(C(F)(F)F)s1 (stereo unspecified)	-4.7	-3.5	21.2	25.3	-1.7	16.9	0.0	21.8
O=C(O)c1c(C(=O)O)c(-c2ccc(Br)cc2)n2c1CSC2	4.7	-23.5	3.5	-14.8	1.3	-1.8	2.6	6.4
COc1ccc(-c2cc(=O)[nH]c(=S)[nH]2)cc1	1.7	4.6	2.0	5.3	0.6	0.7	-0.4	-18.5
O=C(Nc1nc2ccccc2[nH]1)C1CCCC1	-77.9	-93.1	28.5	-31.2	1.3	15.4	1.2	5.4
Cc1nc2ccccc2n1C1CCN(CC(=O)NCc2ccc(F)cc2)CC1	-45.4	-9.8	6.8	-34.7	4.4	-1.2	-1.2	-12.5

Compounds above that have bromine:
SMILES	697 NFkB inh	Jurkat NFkB inh	tim23-1 inh	Mdm2 MdmX PPI	XBP1 UPR activ	tim10-1 inh	CHOP UPR activ	TIM10 inh
CCCCCCCCC(=O)N/N=C/c1cccc(Br)c1	-3.3	5.3	23.5	-10.6	0.4	21.1	-1.7	18.9
O=C(O)c1c(C(=O)O)c(-c2ccc(Br)cc2)n2c1CSC2	4.7	-23.5	3.5	-14.8	1.3	-1.8	2.6	6.4

Looked up above.
O=C(CCC1COc2ccccc2O1)Nc1ccc(Cl)cn1 (stereo unspecified) – tim10-1 inh: -2.5
Cc1nc2ccccc2n1C1CCN(CC(=O)NCc2ccc(F)cc2)CC1 – tim10-1 inh: -1.2
O=C(Nc1nc2ccccc2[nH]1)C1CCCC1 – 697 NFkB inh: -77.9
CCOc1ccc(NC(=O)CN(C)C(=O)c2ccc(N3CCOCC3)c([N+](=O)[O-])c2)cc1OCC – tim10-1 inh: -24.6
